FLuc stim CS: firefly luciferase counter-screen for stimulation assays; activation factor at 10 µM; ATPlite luciferase biochemical, luminescence, 10 min; 0 = ATP-free wells, 1 = DMSO control; 200,000 tested, under 10 active; P08659;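 active = luciferase activation factor, scaled between plate controls, of at least 2 with compound at 10 µM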
Target sequence (P08659 whole entry, looked up): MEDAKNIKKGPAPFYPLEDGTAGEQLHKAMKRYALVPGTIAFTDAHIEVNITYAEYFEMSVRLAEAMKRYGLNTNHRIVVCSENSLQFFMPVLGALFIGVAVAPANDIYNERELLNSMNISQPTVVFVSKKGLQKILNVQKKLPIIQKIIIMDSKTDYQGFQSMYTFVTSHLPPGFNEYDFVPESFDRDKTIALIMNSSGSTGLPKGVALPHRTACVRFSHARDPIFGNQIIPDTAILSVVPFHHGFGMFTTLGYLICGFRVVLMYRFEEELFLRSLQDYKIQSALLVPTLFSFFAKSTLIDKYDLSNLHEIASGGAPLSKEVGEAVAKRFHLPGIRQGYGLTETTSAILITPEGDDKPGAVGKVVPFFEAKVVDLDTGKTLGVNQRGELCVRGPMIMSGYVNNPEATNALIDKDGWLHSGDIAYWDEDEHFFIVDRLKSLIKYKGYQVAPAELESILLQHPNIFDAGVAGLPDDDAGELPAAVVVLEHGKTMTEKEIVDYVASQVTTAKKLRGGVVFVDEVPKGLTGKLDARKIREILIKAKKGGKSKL
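Assay system: Luciferase/luciferin detection reagent, cell-free biochemical luciferase assay / Read-out: luciferase activation / Benchmarks: No-ATP low control, compound-free enzyme-plus-ATP high control / Medium: PBS buffer for ATP / Detection: luminescence measurement of luciferase light output / Schedule: 10 min at ambient temperature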
STAT1 inh: STAT1 signaling inhibition. NIH 3T3 STAT1-luciferase reporter, IFN-gamma, luminescence. inhibition, % at 5.5 µM. 0.35% of 200,000 active. AID 920;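 active = inhibition above a set limit, the mean inhibition across all tested compounds plus 3 SD, cut at about 34% in these data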;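 also: 0% = IFN-gamma with DMSO and 100% = IFN-gamma with 300 µM nifuroxazide; values of inactives mirror those of a sister screen read the other way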
APP 5UTR inh: APP translation inhibition. 0.82% of 190,000 active. AID 1285. inhibition, % at 2 µM. SH-SY5Y APP 5'UTR-luciferase reporter, luminescence;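 active = inhibition above a set limit, derived from the sample mean plus 3 SD, cut at about 45% in these data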; also: values of inactives mirror those of a sister screen read the other way
STAT1 act: STAT1 signaling activation; NIH 3T3 STAT1-luciferase reporter, IFN-gamma, luminescence; 100% = IFN-gamma alone, no compound; activation (% of control), % at 5.5 µM; 2.6% of 200,000 active;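 active = activation above the screen-wide mean activation plus 3 SD, cut at about 130% in these data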;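 also: raw ratio to IFN-gamma control signal so 100% means no change and 0% no light; values of inactives mirror those of a sister screen read the other way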
STAT3 activator: STAT3 signaling activation. 0.91% of 190,000 active. activation (% of control), % at 5.6 µM. U3A cells, IL-6 STAT3-luciferase reporter, luminescence; 100% = signal with IL-6 EC80 alone. AID 871;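 active = activation above the screen-wide mean of compound activation plus 3 SD, cut at about 130% in these data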;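 also: 0% = background luminescence of wells with medium and substrate only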
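Test system: Human STAT1-deficient U3A cells with stable STAT3-luciferase reporter | Also added: Interleukin-6, 33 ng/mL | Timing: Compound pre-incubation 1 h before IL-6, then 6 h stimulation at 37 °C | Technique: Luciferase reporter luminescence | Read-out: Percent of IL-6-only median luminescence | Benchmarks: IL-6-only wells as 100% reference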
FLuc inh counter: counter-screen for luciferase assay inhibitors: firefly luciferase inhibition; P08659; ATPLite firefly luciferase biochemical luminescence, 10 min; inhibition, % at 10 µM; 1.5% of 200,000 active;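 active = inhibition above about 50% when tested at 10 µM, limit read from the data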
APP 5'UTR act: APP 5'UTR luciferase reporter activation. SH-SY5Y APP 5'UTR luciferase reporter, luminescence; zero percent = DMSO vehicle wells. activation, % at 2 µM. 1% of 190,000 active. AID 1276;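 active = activation above a set limit, based on mean plus 3 SD of controls, cut at about 140% in these data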; also: values of inactives mirror those of a sister screen read the other way
ROMK primary: modulators of human ROMK potassium channel | P48048 | Tet-inducible ROMK, thallium flux fluorescence; actives lie on both sides | B-score at 10 µM | 2% of 130,000 active | AID 1918;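 active = signal ratio slope over the read window, or its plate-corrected B-score, at least 3 SD from the plate mean, either direction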;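 also: B-score of the F/F0 ratio slope over 7 to 12 s after thallium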
Target sequence (P48048 whole entry, looked up): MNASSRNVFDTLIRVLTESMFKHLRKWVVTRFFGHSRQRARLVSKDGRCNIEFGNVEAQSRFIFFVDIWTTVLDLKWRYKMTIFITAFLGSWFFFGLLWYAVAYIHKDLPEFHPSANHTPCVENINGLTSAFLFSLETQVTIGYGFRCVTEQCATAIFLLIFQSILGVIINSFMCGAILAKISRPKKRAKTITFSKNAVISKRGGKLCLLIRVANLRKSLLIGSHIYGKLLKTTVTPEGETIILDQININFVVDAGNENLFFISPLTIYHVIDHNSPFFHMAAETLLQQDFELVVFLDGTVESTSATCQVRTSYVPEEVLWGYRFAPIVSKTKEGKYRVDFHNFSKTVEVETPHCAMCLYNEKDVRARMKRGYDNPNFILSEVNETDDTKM
NF-kB neuron act: compounds increasing NF-kB expression in human neuronal cells. 1.6% of 190,000 active. AID 1239. fold change at 12.5 µM. NF-kB reporter expression; active compounds read high; in the data active = fold change above about 3.3
STAT3 blocker: STAT3 signaling inhibition; AID 862; 0.89% of 190,000 active; U3A cells, IL-6 STAT3-luciferase reporter, luminescence; host cell line lacks STAT1; inhibition, % at 5.5 µM;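 active = inhibition above the mean inhibition across all screened compounds plus 3 SD, cut at about 44% in these data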;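 also: 0% = DMSO only wells and 100% = 100 µM nifuroxazide control wells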
Numbers without * were called inactive; · = not tested or not shown.

Values run as follows: FLuc stim CS	STAT1 inh	APP 5UTR inh	STAT1 act	STAT3 activator	FLuc inh counter	APP 5'UTR act	ROMK primary	NF-kB neuron act	STAT3 blocker
- Cc1nnc(SCc2cc(=O)[nH]c(N3CCN(C)CC3)n2)s1
→ 1.1	-4.8	-9.8	104.4	99.4	-5.6	9.8	0.232	1	4.3
- Cc1scc(C(=O)Nc2ccon2)c1-c1ccccc1
→ 1.1	2.2	12.3	97.9	103.8	-6.9	-12.3	·	1.04	-3.6
- O=C(O)CCCNC(=O)/C(=C\C=C\c1ccccc1)NC(=O)c1ccccc1Cl
→ 0.9	-4.5	-5.2	104.5	91.3	5.6	5.2	0.116	1.18	17.9
- Cn1c(=O)[nH]c(=O)c2c1nc(N1CCN(Cc3ccccc3)CC1)n2CCCc1ccccc1
→ 1	0.5	-11.1	99.6	106.6	1.9	11.1	·	0.74	-7.0
- CCOC(=O)N1CCC(O)(c2cc(C)c(C)cc2C)CC1
→ 1.1	8.1	-9.0	92.5	98.6	-5.8	9.0	-1.08	0.9	4.5
- CSc1cccc(NC(=O)C(C)Sc2ccc(C)cc2)c1 (configuration not stated)
→ 1.1	7.8	·	98.6	100.0	-6.8	·	-0.86	1.09	0.1
- COc1ccc(OC)c(C(=O)COC(=O)c2ccc(C)o2)c1
→ 1	-2.6	-12.8	103.0	93.1	3.8	12.8	·	1.32	14.3
- COc1ccc(C(=O)NCC(=O)N2CCC(C)CC2)cc1OC
→ 1.1	-2.8	3.5	102.6	100.6	-6.8	-3.5	·	1	2.8
- C=CCc1c(C)nc(SC)nc1Nc1ccc(C(=O)O)cc1
→ 1	5.0	-11.5	91.5	110.0	-1.1	11.5	-0.057	0.93	-10.6
- COc1ccc(OCCCC(=O)Nc2cccnc2)cc1
→ 1.1	5.4	8.7	95.0	95.0	-6.3	-8.7	-1.6	1.15	6.3
- CC(Nc1ccccc1)c1cc(Cl)ccc1O (configuration not stated)
→ 1	-4.1	-3.8	103.8	99.0	-4.2	3.8	-0.576	1.08	4.1
- COc1ccccc1NC(=O)c1ccc(NS(=O)(=O)c2ccc(F)c(Cl)c2)cc1
→ 1.1	-6.2	-9.8	105.5	90.1	-7.7	9.8	·	1.13	11.4
- CCOc1ccc(S(=O)(=O)NCc2ccc(C)cc2)c2cccnc12
→ 1	5.1	16.6	95.4	104.3	1.3	-16.6	-0.353	1.18	-1.2
- CCSc1nc(O)c(C2OC(=O)c3c2ccc(OC)c3OC)c(=O)n1-c1ccccc1 (configuration not stated)
→ 1	2.0	16.9	99.4	101.0	-4.4	-16.9	0.806	0.95	-1.4
- CCOC(=O)C(CC)Sc1nnc(COc2ccc(C)cc2)n1-c1ccccc1 (configuration not stated)
→ 1	-4.2	-9.5	106.3	103.3	-4.3	9.5	-4.51*	0.95	-2.5

Values run as follows: FLuc stim CS	STAT1 inh	APP 5UTR inh	STAT1 act	STAT3 activator	FLuc inh counter	APP 5'UTR act	ROMK primary	NF-kB neuron act	STAT3 blocker
- O=C(CSc1ncn(-c2ccccc2)n1)Nc1ccc(Br)cn1
→ 1.1	-6.0	4.5	105.6	109.2	-8.1	-4.5	-1.17	1.07	-7.7
- NC(=O)c1c(NC(=O)CN2CCOCC2)sc2c1CCC2
→ 1	-1.7	1.7	101.5	94.3	0.8	-1.7	·	1.07	14.2
- OCCN1CCN(c2nc3ccccc3nc2-c2ccccc2)CC1
→ 1	-7.8	-9.6	105.1	99.9	-4.5	9.6	0.311	0.85	6.5
- Cc1ccc(-n2ncc3c(=O)n(-c4ccc(C)c(C)c4)c(C)nc32)cc1
→ 1	-3.9	7.0	104.9	91.6	-3.5	-7.0	·	1.15	16.1
- CC(C)CC(CC(C)C)=NNC(=O)c1ccc2c(c1)OCO2
→ 1	-2.5	-1.1	101.9	104.2	-1.3	1.1	-0.0923	1.11	-2.8
- CCCCOc1ccc(C(=O)N/C(=C\c2ccc([N+](=O)[O-])cc2)C(=O)OCc2ccco2)cc1
→ 1.1	-1.8	-4.4	101.6	109.2	-7.6	4.4	0.233	0.91	-10.5
- Cc1cc(NC(=O)c2ccc(C#N)cc2)n(-c2ccccn2)n1
→ 1	3.0	20.8	96.8	86.1	-4.0	-20.8	-0.17	0.86	18.9
- O=c1cc(-c2ccco2)oc2c1ccc1ccccc12
→ 1	-6.8	-13.1	106.2	95.1	-2.2	13.1	-0.217	1.18	11.2
- CCOC(=O)COc1c(OC)cc(Cl)cc1C1NC(=O)NC(C)=C1C(C)=O (configuration not stated)
→ 1.1	-5.3	-7.6	104.9	104.5	-10.4	7.6	·	1.09	-4.4
- CCCC1S/C(=N/N=C/c2cccs2)NC1=O (configuration not stated)
→ 1.1	9.6	-7.4	91.3	97.0	-5.8	7.4	-0.203	1.41	10.2
- CC(C)(C)c1nnc(NC(=O)CCn2cnc3ccccc3c2=O)s1
→ 1.1	-0.4	-22.2	99.1	105.1	-5.3	22.2	0.877	0.84	-1.2
- Cc1ccc(N(NC(=O)C(C)(C)O)C(=O)c2ccccc2)cc1C
→ 1.1	3.7	-0.8	96.7	102.2	-6.6	0.8	·	1.37	8.8
- CCOC(=O)C1CCCN(S(=O)(=O)c2ccc(F)c(C(=O)Nc3ccc(F)c(F)c3)c2)C1 (configuration not stated)
→ 1	4.3	-10.1	96.1	97.2	-4.8	10.1	-3.01	0.54	10.0
- CCn1c(SCC(=O)NCCc2ccccc2)nnc1-c1cccs1
→ 1	-4.1	-12.6	103.8	98.6	-3.5	12.6	·	0.85	6.9
- CCOC(=O)c1ccc(N2CN(CCc3ccccc3)CNC2=S)cc1
→ 1	5.3	3.4	95.4	98.3	-4.0	-3.4	0.946	1.41	2.2

Values run as follows: FLuc stim CS	STAT1 inh	APP 5UTR inh	STAT1 act	STAT3 activator	FLuc inh counter	APP 5'UTR act	ROMK primary	NF-kB neuron act	STAT3 blocker
- CCOC(=O)C1(CCOc2ccccc2)CCN(Cc2ccncc2)CC1
→ 1	17.2	7.3	83.0	108.3	-1.1	-7.3	·	1.14	-8.3
- CCOc1cc(/C=N/Nc2nc(N3CCCC3)nc(N3CCCC3)n2)ccc1O
→ 1	-2.1	14.7	97.9	96.8	1.8	-14.7	0.644	0.5	7.0
- CC(C)=CC1C(C(=O)Nc2ccc(Br)cn2)C1(C)C (configuration not stated)
→ 1	2.2	4.0	98.0	95.9	-4.5	-4.0	0.0299	1.14	9.9
- CSc1nc2sc3c(c2c(=O)[nH]1)CCC(C)C3 (configuration not stated)
→ 0.9	-9.2	-4.6	108.5	91.0	13.9	4.6	0.3	1.49	15.4
- O=C(NCc1cccnc1)c1noc2c1CCCCC2
→ 1	-13.3	-17.1	113.8	111.3	1.2	17.1	·	1.13	-6.4
- COc1ccc(Cl)cc1NC(=O)CN(c1ccccc1)S(=O)(=O)N(C)C
→ 1.1	4.9	-2.4	95.5	108.4	-5.9	2.4	·	0.76	-10.0
- O=[N+]([O-])c1cc(/C=N/NC(=S)Nc2ccccc2Cl)ccc1Cl
→ 1.1	-16.9	2.0	113.6	99.9	-6.8	-1.9	0.113	1.55	3.8
- O=C(CSc1ccccn1)Nc1nc2ccc(Br)cc2s1
→ 1	-9.4	1.2	108.7	77.8	-3.6	-1.2	·	1.77	28.8
- O=C(CSc1ccc(Cl)cc1)Nc1ccccc1N1CCN(C(=O)c2ccccc2)CC1
→ 1	11.0	-19.8	90.0	110.5	-2.2	19.8	0.644	1.14	-11.6
- Nc1c(C(=O)c2ccc(Cl)cc2)sc2c1c(=O)[nH]c(=O)n2-c1ccccc1
→ 1.1	8.2	-1.0	92.5	97.6	-7.9	1.0	·	1.22	-2.2
- O=C(NCc1ccccc1)/C(NC(=O)c1ccccc1)=C(/Sc1ccccn1)c1ccccc1
→ 1.1	-2.8	-9.3	98.5	100.7	-9.6	9.3	·	0.53	0.5
- COC(=O)[C@@]1(Cc2ccccc2)[C@H]2c3cc(C(=O)N4CCCC4)n(CCSCCO)c3C[C@H]2CN1C(=O)c1ccccc1
→ 1	4.9	7.1	95.6	103.5	-2.9	-7.1	-1.39	0.95	-7.0
- COc1cc(/C=C2\C(=O)NN(c3ccc(C)cc3)C2=O)cc([N+](=O)[O-])c1O
→ 0.9	1.4	3.6	97.4	96.7	10.2	-3.6	-0.587	0.95	8.3
- CC(CCn1cccn1)NC(=O)CCc1nnc(CCc2ccccc2)o1 (configuration not stated)
→ 1.1	9.3	1.0	89.8	101.8	-7.5	-1.0	1.19	0.47	0.3
- CCN(CC)c1nc2c(s1)C(=O)CC(C)(C)C2
→ 1.1	-13.0	-8.5	112.0	107.5	-5.5	8.5	-0.0144	1.46	-8.7

2 of these compounds, set out differently:
CCn1c(SCC(=O)NCCc2ccccc2)nnc1-c1cccs1
  FLuc stim CS = 1
  STAT1 inh = -4.1
  APP 5UTR inh = -12.6
  STAT1 act = 103.8
  STAT3 activator = 98.6
  FLuc inh counter = -3.5
  APP 5'UTR act = 12.6
  ROMK primary = ·
  NF-kB neuron act = 0.85
  STAT3 blocker = 6.9

CSc1cccc(NC(=O)C(C)Sc2ccc(C)cc2)c1 (configuration not stated)
  FLuc stim CS = 1.1
  STAT1 inh = 7.8
  APP 5UTR inh = ·
  STAT1 act = 98.6
  STAT3 activator = 100.0
  FLuc inh counter = -6.8
  APP 5'UTR act = ·
  ROMK primary = -0.86
  NF-kB neuron act = 1.09
  STAT3 blocker = 0.1

More results
Values run as follows: FLuc stim CS	STAT1 inh	APP 5UTR inh	STAT1 act	STAT3 activator	FLuc inh counter	APP 5'UTR act	ROMK primary	NF-kB neuron act	STAT3 blocker
- O=C(NCCN1CCN(c2ccccc2)CC1)c1cccn2c(=O)c3cc(Cl)ccc3nc12
→ 1	1.0	-10.3	100.3	113.6	-3.9	10.3	·	1.12	-9.2
- COc1ccc(/C=N/NC(=O)c2cccnc2)cc1CN1CCN(c2ccc(F)cc2)CC1
→ 1.1	-3.7	-19.8	101.6	94.1	-5.5	19.8	-0.0291	·	11.7
- O=C(/C=C/c1cccc([N+](=O)[O-])c1)N1CCN(S(=O)(=O)c2cccs2)CC1
→ 1.1	9.2	-12.4	90.8	102.4	-5.5	12.4	-0.566	0.9	4.5
- COc1cccc(NC(=O)CCNC(=O)c2ccccc2Cl)c1
→ 1	-2.1	4.6	102.6	102.9	-0.7	-4.6	1.05	1.18	-2.9
- Cc1ccc(NC(=O)COC(=O)COc2ccc(Cl)cc2C)c([N+](=O)[O-])c1
→ 1	1.9	5.0	98.3	100.0	-4.8	-5.0	-0.778	1.23	-1.6
- COc1ccc(Nc2cc(=O)oc3ccccc23)cc1
→ 1.1	-2.8	·	102.6	92.3	-5.1	·	0.781	1.15	9.3

Bioassay records deposited in PubChem BioAssay by several laboratories.
